GDH-TPI inh: counter-screen for M. tuberculosis FBA inhibitors: GDH-TPI coupled enzymes; inhibition, % at 4.8 µM; actives 1.2% (n = 360,000); GDH-TPI coupled enzyme counterscreen, NADH absorbance; in the data active means inhibition above about 30%;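 further: 0% = DMSO wells and 100% = wells lacking the enzyme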
FBA Mtb inh: Mtb fructose-bisphosphate aldolase inhibition; inhibition, % at 1 µM; actives 2.3% (n = 360,000); purified M. tuberculosis FBA, fluorescence read-out; in the data active means inhibition above about 27%;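 further: 0% = vehicle and 100% = reference inhibitor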
Target sequence (P9WQA3 whole entry, looked up): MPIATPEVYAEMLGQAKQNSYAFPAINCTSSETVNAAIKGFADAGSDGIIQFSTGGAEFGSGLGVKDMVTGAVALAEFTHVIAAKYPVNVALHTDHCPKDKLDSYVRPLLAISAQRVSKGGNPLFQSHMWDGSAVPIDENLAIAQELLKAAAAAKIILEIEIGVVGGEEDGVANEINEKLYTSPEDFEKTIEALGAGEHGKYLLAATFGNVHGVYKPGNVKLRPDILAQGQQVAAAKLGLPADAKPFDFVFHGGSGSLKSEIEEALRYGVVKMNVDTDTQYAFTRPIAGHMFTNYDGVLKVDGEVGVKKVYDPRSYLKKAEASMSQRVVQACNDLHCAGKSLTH
PfHsp40 yeast: restores yeast growth despite PfHsp40 toxicity. S. cerevisiae expressing PfHsp40, growth rescue, ATP luminescence. growth rescue, % at 12.5 µM. actives 0.68% (n = 340,000); in the data active means growth rescue above about 28%, passing the limit was not always enough;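 further: yeast W303a lacking pdr1 and pdr3 grown in galactose medium; growth measured after three days at 30 °C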
BioA inh: inhibitors of Mycobacterium tuberculosis BioA enzyme | purified M. tuberculosis BioA enzyme, plate reader | inhibition, % at 9.99 µM | actives 0.096% (n = 360,000); in the data active means inhibition above about 40%
FadD28 FP inh: blocks FadD28 binding to the bisubstrate probe. fluorescence polarization. AID 588549. inhibition, % at 12.5 µM. actives 0.22% (n = 360,000); in the data active means inhibition above about 8.5%, passing the limit was not always enough
TcdB GH inh: TcdB glycohydrolase inhibition. inhibition, % at 9.99 µM. P18177. TcdB glycohydrolase enzymatic assay, plate reader. actives 0.24% (n = 350,000); in the data active means inhibition above about 10%
Yp Topo-I inh: blocks Yersinia pestis topoisomerase I activity | activity, % at 10 µM | actives 0.064% (n = 360,000) | Y. pestis Topo-I cleavage product accumulation, plate reader; in the data active means activity above about 50%, passing the limit was not always enough; further: inactives centre near 2
Mtb UGM inh: inhibitors of M. tuberculosis UDP-galactopyranose mutase | inhibition, % at 10 µM | purified UGM, fluorescence polarization probe displacement | actives 0.06% (n = 320,000) | P9WIQ1; in the data active means inhibition above about 10%, passing the limit was not always enough
Target sequence (P9WIQ1 whole entry, looked up): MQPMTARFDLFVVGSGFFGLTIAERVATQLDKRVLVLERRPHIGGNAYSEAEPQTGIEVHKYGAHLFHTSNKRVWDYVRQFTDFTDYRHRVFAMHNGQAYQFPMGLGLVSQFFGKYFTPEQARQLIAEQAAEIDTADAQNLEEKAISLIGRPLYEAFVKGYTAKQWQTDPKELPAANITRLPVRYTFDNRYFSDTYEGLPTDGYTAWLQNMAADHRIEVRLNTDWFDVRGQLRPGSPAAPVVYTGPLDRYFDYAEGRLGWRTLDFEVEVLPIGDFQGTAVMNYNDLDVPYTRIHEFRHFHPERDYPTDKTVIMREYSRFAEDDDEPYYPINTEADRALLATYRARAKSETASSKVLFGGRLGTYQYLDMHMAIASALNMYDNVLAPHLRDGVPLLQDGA
BH1578 lux ind: induces V. cholerae light production without autoinducers | actives 0.16% (n = 350,000) | activation, % at 18.7 µM | V. cholerae BH1578 lux reporter, luminescence, 6 h | AID 588436; in the data active means activation mostly above about 9.7%, no sharp cut-off; further: not every result past the cut was called active; inactives centre near 0; reference of the scale not given here
The depositor's hits bear a star; i = inactive; . = no result given. Not a hit list; 4.6% or so of the library scored in one or more.

Values run as follows: BH1578 lux ind | TcdB GH inh | Mtb UGM inh | FBA Mtb inh | Yp Topo-I inh | BioA inh | GDH-TPI inh | FadD28 FP inh | PfHsp40 yeast
1. COc1ccc(CN(Cc2ccc(OC)cc2)C(=O)c2cccs2)cc1
    i | 0.3 | -2.7 | 1.9 | 39.3 | 1.3 | -1.5 | -3.5 | .
2. O=C(N/N=C/c1cc(Br)ccc1O)C(=O)Nc1ccccc1OC(F)(F)C(F)F
    i | . | -0.8 | 2.2 | 0.1 | -1.8 | 14.1 | -1.7 | 0.5
3. O=C(O/N=C1/CCCc2occc21)c1ccc(Cl)cc1Cl
    i | 0.6 | 0.2 | -1.2 | 6.5 | 1.0 | -7.9 | -3.3 | 0.5
4. CCCCn1c(N)c(N(CCOC)C(=O)c2ccc(COc3ccccc3)o2)c(=O)[nH]c1=O
    i | 0.7 | -0.9 | 0.9 | 4.0 | 1.9 | -4.2 | -1.8 | 0.1
5. CCN(C(=O)COC(=O)c1[nH]c(=O)[nH]c(=O)c1N)c1ccccc1
    -0.3 | -0.1 | . | 5.7 | 6.0 | 1.1 | 6.8 | 2.9 | -1.0
6. COc1ccccc1CNC(=O)COC(=O)[C@H](Cc1c[nH]c2ccccc12)NC(=O)c1cccs1
    -2.0 | . | 1.0 | 1.5 | 5.3 | . | 7.7 | -1.7 | -0.8
7. COc1ccc(/C=C2/Sc3ccc(C(=O)NCCCN4CCOCC4)cc3NC2=O)cc1OC
    -0.1 | 0.7 | -1.5 | 0.5 | -11.5 | -2.0 | 22.6 | 3.5 | -0.9
8. CC(C)(C)OC(=O)C[C@H]1C/C=C\C[C@H](CC(=O)NCCO)C(=O)NCCOC1=O
    i | -0.3 | -1.4 | 2.1 | 14.1 | -0.9 | -0.4 | -0.6 | 1.2
9. COc1ccc(C)cc1Nc1n[n+](-c2ccccc2)c(-c2ccc(SC)cc2)s1
    i | 1.0 | 0.6 | 5.0 | 20.3 | 0.6 | 11.2 | -2.9 | 0.9
10. COc1ccc(OC)c(-n2c(CN3CCC(C(N)=O)CC3)nc3ccccc3c2=O)c1
    1.0 | . | -2.5 | 4.8 | -5.8 | 1.8 | -4.3 | -1.1 | -1.1
11. CCOC(=O)C1=C(C)N=C2SC(C)C(=O)N2C1c1cccc(F)c1 (configuration not stated)
    i | . | -0.6 | 2.1 | 3.8 | -0.3 | -5.8 | -3.6 | 2.0
12. Cc1cccc(C)c1NC(=O)COn1nnc2ccc(C(F)(F)F)cc21
    -3.6 | 1.1 | -1.9 | 4.9 | -8.7 | . | 7.8 | 0.2 | -1.1
13. COc1cccc(N(CC(=O)NC2CCCC2)C(=O)Cn2nnc(-c3ccc(C)o3)n2)c1
    -0.3 | -1.1 | 2.6 | 3.0 | -2.7 | -2.0 | 6.8 | -1.0 | -0.6
14. O=C(c1noc2c1CCCC2)N1CCN(Cc2ccccc2)CC1
    -0.3 | 0.2 | 1.1 | -0.8 | -0.4 | . | -4.9 | -1.4 | -0.2
15. COC(=O)c1ccc(CN2CCC(n3nccc3NC(=O)C3CCCC3)CC2)cc1
    -0.3 | -1.5 | -1.1 | -0.7 | 1.5 | -0.3 | 3.1 | 0.4 | -0.1
16. CC(=O)N(C)c1ccc(OCC(O)CN(Cc2ccco2)S(=O)(=O)c2ccc(C)cc2)cc1 (configuration not stated)
    i | . | 0.7 | 0.2 | 29.6 | -0.6 | 3.9 | 4.8 | -1.3
17. CCNc1c(NS(=O)(=O)c2ccc(C3CCCCC3)cc2)c(=O)oc2ccccc12
    -0.2 | -8.5 | -4.6 | 4.0 | -7.6 | 0.1 | 2.2 | -0.5 | -0.4
18. O=C(NCc1ccccn1)NC1CCCCC1
    i | . | -2.2 | -2.8 | 0.1 | -0.2 | 8.1 | -0.8 | -1.2
19. COc1ccc(CCN2CC(C(=O)NCc3nc(C)c(C)s3)CCC2=O)cc1 (configuration not stated)
    0.8 | 0.8 | -0.2 | 3.3 | 13.0 | -1.4 | 4.2 | 0.7 | 0.1
20. Cc1ccc(NC(=O)C2CCCN(C(=O)c3ccc(Cl)cc3)C2)cc1C (configuration not stated)
    -0.3 | 1.2 | -3.0 | 4.3 | 19.7 | 0.0 | 1.6 | -0.8 | -0.2

A different layout for two compounds above.
7: COc1ccc(/C=C2/Sc3ccc(C(=O)NCCCN4CCOCC4)cc3NC2=O)cc1OC
8: CC(C)(C)OC(=O)C[C@H]1C/C=C\C[C@H](CC(=O)NCCO)C(=O)NCCOC1=O
screen / no.	7	8
BH1578 lux ind	-0.1	i
TcdB GH inh	0.7	-0.3
Mtb UGM inh	-1.5	-1.4
FBA Mtb inh	0.5	2.1
Yp Topo-I inh	-11.5	14.1
BioA inh	-2.0	-0.9
GDH-TPI inh	22.6	-0.4
FadD28 FP inh	3.5	-0.6
PfHsp40 yeast	-0.9	1.2

Continued.
Values run as follows: BH1578 lux ind | TcdB GH inh | Mtb UGM inh | FBA Mtb inh | Yp Topo-I inh | BioA inh | GDH-TPI inh | FadD28 FP inh | PfHsp40 yeast
21. CCCC(C)(C)C(=O)N1CCC1(C)C(=O)Nc1ccc(OC)c(OC)c1 (configuration not stated)
    i | 0.6 | . | 2.6 | -6.5 | -0.7 | 5.3 | -2.5 | .
22. CCOC(=O)C1(Cc2ccccc2)CCN(Cc2cccn2-c2nccs2)CC1
    2.5 | -0.8 | -1.0 | 6.8 | -3.2 | . | 6.4 | -1.3 | -1.5
23. Cc1ccc(CSCCNC(=O)c2ccccc2)cc1
    -0.2 | 0.8 | -0.1 | 1.5 | 13.9 | . | 9.4 | 2.4 | -0.4
24. CCN1CC=C2C(C#N)=C(N)C(C#N)(C#N)C(CCc3ccccc3)C2C1 (configuration not stated)
    . | . | 9.6 | 36.1* | -10.4 | -11.2 | 7.7 | -0.8 | -0.2
25. CCN1CCCC1CNC(=O)C(NC(=O)C1CCC(C)CC1)C(C)C (configuration not stated)
    -1.4 | . | -0.7 | 0.0 | 12.8 | 1.6 | 6.5 | -0.8 | 1.1
26. COc1ccc(N2C(=O)C3CCCN3C2c2cccc(C)c2)cc1 (configuration not stated)
    -0.4 | 0.2 | 0.6 | -2.0 | 6.2 | -1.0 | -5.0 | -4.1 | -1.1
27. CC(OC(=O)c1ccc(S(=O)(=O)N(C)C)cc1)C(=O)Nc1ccc(Cl)cn1 (configuration not stated)
    -0.2 | 0.3 | 1.4 | 1.6 | 6.2 | -0.4 | 10.7 | -0.7 | -1.0
28. CCC1=Nc2cc(C(=O)NCCN3CCOCC3)ccc2Sc2ccccc21
    -0.4 | -0.1 | 0.6 | 2.8 | 22.2 | -1.6 | 10.3 | -2.8 | -0.5
29. O=C(NC1CCN(Cc2ccccc2)CC1)c1c(Cl)cccc1Cl
    -0.8 | 0.6 | 3.3 | 1.6 | 7.2 | -1.7 | 2.1 | . | 0.0
30. CCOc1ccc(/C(O)=C2/C(=O)C(=O)N(c3ccccn3)C2c2ccc(C)cc2)c(C)c1 (configuration not stated)
    i | 1.2 | -1.3 | -1.6 | 7.7 | -0.6 | 11.0 | . | -0.3
31. Cc1ccccc1-c1nnn(CC(=O)NCc2ccc3c(c2)OCO3)n1
    i | . | -3.1 | -4.6 | 12.1 | -1.2 | -17.1 | -3.0 | -0.4
32. COc1ccc(C)cc1NC(=O)C(OC(=O)C1=NNC(=O)CC1)c1ccccc1 (configuration not stated)
    i | 12.7* | -0.5 | -1.2 | 1.6 | -2.8 | 14.4 | -1.7 | -0.6
33. Cc1ccc(CC(=O)Nc2nccs2)cc1
    0.0 | -0.1 | -2.1 | -2.8 | -2.8 | -2.8 | 12.4 | -2.9 | -0.4
34. Cc1ccc(C(=O)NC(C)c2ccc(S(N)(=O)=O)cc2)s1 (configuration not stated)
    -1.3 | 1.0 | -5.0 | 1.5 | 5.3 | 1.1 | -1.5 | -4.0 | 1.4
35. O=C(CCN1C(=O)c2ccccc2C1=O)Nc1ccc(-c2nc3ccccc3s2)cc1
    -0.2 | 1.7 | -1.0 | 3.0 | 3.9 | 0.0 | 4.9 | 0.2 | -0.3
36. CCOC(=O)CNC(=O)c1cn(CC(C)C)c(=O)c2cc(OC)c(OC)cc12
    i | . | 0.1 | 3.7 | 5.7 | -2.2 | 5.5 | -2.2 | 0.8
37. C/C=C\C=C\C(=O)N1CC2(CC(c3cccc(NC(=O)/C(C)=C\C)c3)=NO2)C[C@H]1C(N)=O (some centres not stated)
    -1.0 | 0.3 | -0.4 | 1.3 | 25.5 | 0.2 | 10.9 | -0.5 | 0.0
38. O=C(c1nnc(Cc2ccc(Cl)cc2)o1)N1CCc2ccccc2C1
    -0.2 | 1.3 | 2.4 | -0.2 | 31.3 | 3.6 | 0.9 | -1.6 | 1.6
39. CCN(CC)C(=O)c1c(-c2ccccc2)oc2ccc(O)cc12
    i | 2.4 | 2.1 | 0.7 | 11.6 | -1.0 | 16.3 | -0.9 | 0.0
40. CCCCc1cc(=O)oc2cc(C)cc(OCC(=O)Nc3ccccn3)c12
    0.7 | 2.0 | 0.8 | 33.7* | 0.1 | 0.2 | 13.6 | -1.3 | 1.1
41. O=C(Cc1cccs1)Nc1nc2c(s1)CCCC2
    -2.4 | . | -0.9 | 0.1 | 4.1 | 0.9 | 17.9 | -2.0 | -0.6
42. COc1ccc(C(=O)N/N=C/c2ccc(OC)c(OS(=O)(=O)c3ccccc3)c2)cc1
    -0.1 | 0.4 | 1.5 | 0.2 | -0.6 | . | 8.5 | -4.9 | 4.2
43. CCCN(CC(=O)Nc1ccc(F)c(F)c1F)C(=O)Cc1ccc(OC)c(S(=O)(=O)N2CCOCC2)c1
    i | 0.5 | . | 3.0 | 5.9 | -2.2 | 2.1 | -0.3 | 0.7
44. CCOC(=O)c1c(NC(=O)CSc2nnc(C)s2)sc2c1CCC(C)C2 (configuration not stated)
    -0.6 | . | 0.5 | 0.0 | 44.7 | -1.0 | 2.5 | -4.4 | 0.1
45. O=C(CCCOc1ccc(Cl)cc1)N1CCOCC1
    i | . | 2.9 | -4.2 | 5.0 | -0.4 | -1.9 | -1.7 | -0.9
46. CCOC(=O)C(Cc1nc(OCc2ccccc2)cc(OCc2ccccc2)n1)=NO
    -1.2 | 1.4 | . | -5.4 | 43.9 | -2.8 | 2.2 | -3.9 | 9.1
47. CCCC1=NN(C(=O)Cc2ccc(OC)c(OC)c2)C(O)(C(F)(F)F)C1 (configuration not stated)
    -0.1 | -0.7 | -0.4 | -1.4 | -7.0 | -0.2 | 14.6 | 0.4 | -1.5
48. Cc1ccc(C(=O)CSc2cc(C)[nH]c(=O)n2)cc1
    0.0 | -0.4 | 1.4 | -2.8 | 10.4 | 0.5 | 9.6 | 0.4 | 1.1
49. Cc1ccc(CNCC(=O)Nc2ccc(N3CCOCC3)cc2)cc1
    0.5 | 0.4 | -2.3 | 7.3 | 39.7 | 0.1 | 8.8 | -1.1 | -0.3
50. CC(=O)Nc1c(-c2ccc(F)cc2)nc2ccccn12
    -0.3 | 0.6 | 0.9 | 25.4 | 0.7 | 5.6 | 3.8 | -1.0 | -1.9
51. CC1(C)C(=O)Nc2ccccc2N1C(=O)COC(=O)c1cccs1
    i | 1.5 | 1.2 | 2.0 | 8.6 | -1.2 | 15.1 | -1.2 | 0.2
52. Cc1ccsc1CN(C)CC(=O)NCC(=O)Nc1ccc(F)cc1
    i | 1.1 | -1.3 | -3.4 | -5.7 | -0.8 | -4.7 | . | 1.8
53. O=c1[nH]c2ccc(S(=O)(=O)Nc3ccc(Cl)cc3)cc2o1
    i | 1.9 | 1.1 | 0.7 | -0.2 | -0.9 | 3.8 | 0.0 | -0.4
54. CCOC(=O)C1=C(N)n2c(s/c(=C\c3ccncc3)c2=O)=C(C(=O)OCC)C1c1ccncc1 (configuration not stated)
    -0.2 | 1.9 | 5.0 | -1.2 | -2.0 | . | 10.1 | -0.6 | 0.3
55. O=C(NNC(=O)c1c(F)cccc1F)c1ccccc1OC(F)(F)F
    i | 1.5 | 1.9 | -0.5 | 3.8 | . | -1.9 | -0.4 | -0.5
56. Cc1cc(C)c(S(=O)(=O)Nc2nnc(CC(C)C)s2)c(C)c1
    -0.3 | 0.7 | 0.3 | 0.9 | 3.8 | 8.7 | 1.5 | -1.2 | 0.5
57. NC1=C(O)C(=O)C(c2ccccc2)O1 (configuration not stated)
    -0.6 | -0.3 | 1.2 | 3.0 | 1.9 | -2.3 | -8.2 | -2.1 | -1.0
58. CCOC(=O)c1cnc(-n2nc(C)cc2C)nc1N1CCOCC1
    i | . | 3.6 | 0.5 | 6.0 | 0.8 | 6.4 | 0.6 | 0.9

High-throughput results from PubChem BioAssay.
